Bioassay records (PubChem BioAssay)
EBI2 antag = EBI2 (human) antagonism. EBI2 beta-arrestin recruitment, luminescence, 7a,25-OHC stimulated. hit rate 0.81% among 360,000. inhibition, % at 5 µM. P32249; in the data active = inhibition above about 38%;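 also: enzyme fragment complementation signal reports receptor beta-arrestin coupling in cells; 0% = agonist plus DMSO wells and 100% = wells without agonist; some results beyond the cut were filed as inactive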
Target sequence (P32249 whole entry, looked up, the tested form may be a part): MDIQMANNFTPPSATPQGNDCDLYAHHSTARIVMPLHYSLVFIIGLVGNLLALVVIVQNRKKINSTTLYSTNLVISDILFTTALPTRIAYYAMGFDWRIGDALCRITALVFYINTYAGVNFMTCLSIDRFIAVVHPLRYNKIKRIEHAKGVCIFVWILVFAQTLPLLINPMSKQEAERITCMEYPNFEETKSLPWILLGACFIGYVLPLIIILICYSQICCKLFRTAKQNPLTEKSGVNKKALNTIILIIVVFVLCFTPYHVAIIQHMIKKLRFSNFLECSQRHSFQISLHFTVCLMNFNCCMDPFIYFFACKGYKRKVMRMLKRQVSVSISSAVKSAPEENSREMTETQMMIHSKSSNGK
MPTP inh = inhibitors of mitochondrial permeability transition pore. hit rate 1.4% among 360,000. isolated mouse mitochondria, Ca2+ swelling absorbance, 30 min. inhibition, % at 10 µM;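 active = inhibition of 50% or more, scaled per plate between neutral and stimulator controls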;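 also: 0% = DMSO wells given calcium and 100% = 1 mM EGTA wells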
CXCR6 block = blocks human CXCR6 beta-arrestin recruitment; CHO-K1 PathHunter CXCR6 beta-arrestin, luminescence; inhibition, % at 20 µM; hit rate 0.36% among 360,000; AID 602244; in the data active = inhibition above about 34%, passing the limit was not always enough;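 also: antagonist mode with CXCL16 agonist at 10 nM final; 0% = 10 nM CXCL16 with DMSO and 100% = unstimulated wells without agonist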
Target sequence (O00574 whole entry, looked up): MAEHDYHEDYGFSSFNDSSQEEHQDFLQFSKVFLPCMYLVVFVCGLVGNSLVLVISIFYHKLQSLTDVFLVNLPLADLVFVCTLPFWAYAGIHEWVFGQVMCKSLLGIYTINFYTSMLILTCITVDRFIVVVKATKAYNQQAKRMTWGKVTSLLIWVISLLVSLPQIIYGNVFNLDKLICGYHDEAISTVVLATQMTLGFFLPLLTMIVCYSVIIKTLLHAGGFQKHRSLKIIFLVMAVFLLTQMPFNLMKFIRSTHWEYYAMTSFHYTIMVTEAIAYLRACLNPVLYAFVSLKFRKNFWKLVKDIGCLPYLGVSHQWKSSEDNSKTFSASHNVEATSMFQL
Starred values were filed as active, the others as inactive.

The opening 4 compounds as a preview:
SMILES	EBI2 antag	MPTP inh	CXCR6 block
COc1cccc(C(=Cc2ccc([N+](=O)[O-])cc2)C(=O)O)c1	2	-0.1	-1
CC1=C(C(=O)N(C(C)C)C(C)C)CC(CC(=O)NCCN2CCOCC2)C(=O)N1CCC1=CCCCC1 (stereo not drawn)	-5	-0.5	0
N#Cc1ccc(Nc2nc(-c3ccccc3)cs2)cc1	27	5.3	-15
c1ccc(Oc2ccc(-c3cc(NCCc4cccnc4)n4nccc4n3)cc2)cc1	3	1.3	8

All compounds of this part, repeating the preview:
SMILES	EBI2 antag	MPTP inh	CXCR6 block
COc1cccc(C(=Cc2ccc([N+](=O)[O-])cc2)C(=O)O)c1	2	-0.1	-1
CC1=C(C(=O)N(C(C)C)C(C)C)CC(CC(=O)NCCN2CCOCC2)C(=O)N1CCC1=CCCCC1 (stereo not drawn)	-5	-0.5	0
N#Cc1ccc(Nc2nc(-c3ccccc3)cs2)cc1	27	5.3	-15
c1ccc(Oc2ccc(-c3cc(NCCc4cccnc4)n4nccc4n3)cc2)cc1	3	1.3	8
CC1=C(C(=O)Nc2cc(C(=O)N3CCN(c4ccc(Cl)cc4)CC3)ccc2C)SCCO1	-3	1.3	-6
COC(=O)c1ccc(Cn2c(C)c(C(=O)NCc3cccc([N+](=O)[O-])c3)sc2=O)o1	-5	-0.5	2
COc1ccccc1C(O)c1ncc(-c2ccc(Cl)cc2)[nH]1 (stereo not drawn)	2	0.1	-12
O=C(Nc1cccc(F)c1)Nc1nnc([C@@H]2C[C@H](O)[C@@H](CO)O2)s1	1	0.6	-8
CC1(c2cccc(Br)c2)NC(=O)N(CC(=O)c2ccc3c(c2)OCO3)C1=O (stereo not drawn)	-3	-1.8	-8
COCCNc1oc(/C=C/c2cccs2)nc1S(=O)(=O)c1ccccc1	-3	2.8	-1
Cc1ccccc1S(=O)(=O)NC(=O)C1(C)CCN1C(=O)Cc1ccccc1Cl (stereo not drawn)	9	-0.7	-5
OC(c1ccc(-c2ccccc2)cc1)c1ncc(-c2ccccc2F)[nH]1 (stereo not drawn)	0	2.7	-4
COCCN(CCOC)Cc1cc(=O)oc2ccccc12	-13	0.7	2
CCCCC[C@@H]1[C@H]2[C@H]3C(=O)N(c4ccccc4)C(=O)[C@H]3CC(=O)[C@H]2[C@H](c2ccccc2)N1S(=O)(=O)c1ccc(C)cc1	-5	1.4	-6
O=C(NCCc1c[nH]c2ccccc12)c1ccc([N+](=O)[O-])o1	0	0.4	-4
CCc1nc2ccc(C(=O)Nc3ccc(OC)c(OC)c3)cn2c1N(CC)Cc1ccc(OC)c(OC)c1	7	1.5	-3
CCOC(=O)[C@]12CCC=C1N(Cc1ccc3c(c1)OCO3)C(=O)[C@H](CC(=O)N1CCCCC1)C2	-2	-0.8	-5
OC[C@@H]1CN(Cc2ccc(-c3ccccc3)cc2)C[C@H](n2cnc3c(NCc4ccc(F)cc4)ncnc32)O1	-1	2.0	-10
CC(=O)c1cc2c(cc1NC(=O)CSc1nnc(C3CC3)n1C)OCO2	-3	-0.6	2
CCOC(=O)[C@]12CCC=C1N(CCC1=CCCCC1)C(=O)[C@H](CC(=O)N1CCOCC1)C2	-5	0.5	-9
COc1ccc(-c2coc3c(C(=O)NCCN(C)C)cccc23)c(C)c1	-13	3.5	-3
Cc1cccc(NC(=O)C(=O)NCC2CCCN2S(=O)(=O)c2cccs2)c1 (stereo not drawn)	5	-2.0	-5
Cc1cccc(C(O)c2ncc(-c3cccc(C(F)(F)F)c3)[nH]2)c1C (stereo not drawn)	7	1.3	3
CC1(C(=O)NS(=O)(=O)Cc2ccccc2)CCN1C(=O)C1(c2ccc(Cl)cc2)CCC1 (stereo not drawn)	-8	0.4	-2
Cc1cccc(NC(=O)c2ncn3c2C(=O)NC[C@H]3C)c1	-8	-1.0	-15
COc1ccc(NC(=S)Nc2ccc3c(c2)c(=O)n(C)n3-c2ccccc2)cc1	33	-1.0	10
O=[N+]([O-])c1cc2c(cc1Br)-c1ccccc1C2	2	-1.0	-2
OCc1nc2ccccc2n1CCCc1ccccc1	-9	-2.1	4
CCCOc1ccc(F)cc1-c1cc(C(=O)Nc2ccc(C(C)C)cc2)[nH]n1	30	2.6	4
O=C(CCc1ccc(O)cc1)NN=Cc1cc(Br)ccc1O	7	1.5	1
Cc1cc(Br)cn2c(Cc3ccccc3)c(-c3cccc(Br)c3)nc12	14	1.7	7
Cc1ccc(S(=O)(=O)N(C)C[C@@H]2OCc3cnnn3CCCC(=O)N([C@@H](C)CO)C[C@@H]2C)cc1	-1	2.4	-2
Cc1cc2nc(-c3ccc(F)cc3)c(CC3CCCCC3)n2c(C)c1Br	11	0.5	-4
C[C@@H]1CN([C@@H](C)CO)C(=O)c2cc(Br)cnc2O[C@H]1CN(C)C(=O)Nc1ccc(F)cc1	2	-0.4	-6
COc1ccccc1Cc1c(C(C)(C)C)nc2ccc(C)cn12	-2	1.1	3
O=C(NCc1nnnn1-c1ccc(F)cc1)C(=O)c1c[nH]c2ccccc12	-3	0.6	-5
CNc1ccc(-c2cccc(C#N)c2)cn1	1	-0.8	-3
COc1ccc(OCCN2CCC(C(=O)NC(c3ccc(Cl)cc3)c3ncccc3C)CC2)cc1 (stereo not drawn)	55*	-0.7	6
Cc1cccc(C)c1NC(=O)C1c2ccccc2OCC(=O)N1Cc1ccc2c(c1)OCO2 (stereo not drawn)	6	0.1	-1
O=C(CCNC(=O)N1CC(=O)Nc2ccccc21)NCc1ccccc1	-14	0.3	1
Cc1ccc(CN(C)C[C@@H]2OCc3cnnn3CCCC(=O)N([C@H](C)CO)C[C@H]2C)cc1	-10	-0.4	-3
CCCCn1nnnc1C(CC)N1CCN(C/C=C/c2ccccc2)CC1 (stereo not drawn)	16	0.1	1
Nc1cc(S(=O)(=O)c2ccc(N3CCCCC3)c(N)c2)ccc1N1CCCCC1	-4	94*	1
CCN(CC)C(=O)C1=C(C)N(Cc2ccc(F)cc2)C(=O)C(CC(=O)NCCCN(C)C)C1 (stereo not drawn)	-15	0.5	-3
C[C@@H]1CN([C@H](C)CO)S(=O)(=O)c2ccc(Br)cc2O[C@@H]1CN(C)C(=O)CN1CCOCC1	-11	-1.1	-4
CCOc1cccc(CN2CCC(Oc3ccc(C(=O)N4CCCC4)cc3)CC2)c1O	-14	1.7	6
CC(C)C[C@@H](COCc1ccc(C(F)(F)F)cc1)N1CCN(C(=O)c2ccc(C(F)(F)F)cc2)CCC1=O	8	-1.0	6
CCOC(=O)CCCCCC(=O)Nc1ccc2c(c1)C(=O)N([C@@H](C)CO)C[C@H](C)[C@H](CN(C)C(=O)Nc1ccc(F)cc1)OCCCC[C@H](C)O2	-3	-0.1	6
CC(=O)N1C[C@@H](CO)[C@@H](N(C)C(=O)C(C)(C)C)C[C@H]1c1ccccc1	-17	-1.4	-4
COc1cccc(CNc2nc3cc(C(C)=C(C)C)sc3c(=O)n2C)c1	8	-0.2	-3
O=c1c(OCc2ccccc2)cccn1Cc1ccccc1	-8	-0.6	2
CCCCc1c(-c2cccc(Br)c2)ncn1CCc1ccccc1OC	16	4.7	0
CCOC(=O)C1CCN(C(=O)c2ccc3c(=O)n4nc(Nc5ccccc5CC)sc4nc3c2)CC1	16	1.0	9
CCOC(=O)C(C(=O)c1ccccc1)C(c1ccccc1)c1nccc2ccccc12 (stereo not drawn)	14	2.0	9
CCOc1ccc(CCN2C(=S)N([C@@H](CC(C)C)CN3CCC[C@@H]3CN3C(=S)NC[C@@H]3CC(C)C)C[C@@H]2CC(C)C)cc1	3	0.7	14
CCc1nc2c(OCCOc3ccc(F)cc3)cccn2c1N(C)C(=O)c1ccc(C)cc1	10	0.2	3
CC(C)Oc1cccc(C(=O)Nc2nnc([C@H]3C[C@H](O)[C@@H](CO)O3)s2)c1	-3	0.7	-2
COc1ccc(CN(C)C(=O)c2cc(-c3ccccc3)nc3ccc(C)cc23)c(OC)c1	-25	0.5	-1
O=C1C[C@@H]2C(=O)N(c3ccccc3)C(=O)[C@@H]2[C@@H]2CN(S(=O)(=O)c3ccccc3)[C@@H](c3ccccc3)[C@H]12	-13	1.3	-2
CCOC(=O)C1(C)CCN1C(=O)c1ccc2c(c1)CCO2 (stereo not drawn)	-4	1.8	-5

Further records follow.
Order of values – EBI2 antag	MPTP inh	CXCR6 block
CN(C)C(=O)c1cc2c(c(-c3cccc(-c4ccccc4F)c3)n1)[C@@H](CCO)N(S(C)(=O)=O)C2
→ -3	-1.0	-12
CC(=O)NCCNc1nc2cc(-c3ccc(Cl)cc3C)sc2c(=O)n1C
→ 1	-0.6	-5
COc1cccc(C(C)(O)c2nc(-c3csc4ccccc34)cs2)c1 (stereo not drawn)
→ 6	2.4	-2
CC(C)(C)Cc1c(-c2ccc(F)cc2)nc2ccc(Cl)cn12
→ -34	-0.3	4
CCN(CC)C(=O)C1=C(C)N(Cc2ccc(OC)cc2)C(=O)C(CC(=O)NCCCN(C)C)C1 (stereo not drawn)
→ 1	0.9	1
CNc1ncnc2c1ncn2[C@H]1CN(CCOC)C[C@@H](CO)O1
→ -6	-0.7	7
O=C(NCc1nnnn1-c1ccc(Cl)cc1)C1CC(=O)N(c2ccc(F)cc2)C1 (stereo not drawn)
→ -2	-0.2	-2
CC(C)C[C@@H](CN1CCC[C@H]1CN1C(=O)C(=O)NC[C@@H]1Cc1ccc(O)cc1)N1C[C@H](Cc2ccccc2)N(CC2CCCCCC2)C(=O)C1=O
→ -16	-3.8	-1
CN(Cc1ccc(C(F)(F)F)cc1)C(=O)[C@H]1O[C@@H](n2cnc3c(N)ncnc32)[C@H](O)[C@@H]1O
→ -4	-0.7	6
O=C(Nc1ccc2c(c1)OCCO2)C(c1cc2ccccc2o1)N1CCN(c2ccc(F)cc2)CC1 (stereo not drawn)
→ 7	0.6	6
O=[N+]([O-])c1ccccc1C(=Nc1ccccc1)c1c(O)cc(O)cc1O
→ -8	-0.9	17
COc1ccc(C(NC(=O)C2CCN(CCCc3ccccc3)CC2)c2ccccn2)cc1 (stereo not drawn)
→ 2	-0.6	-2
CCN(CC)C(=O)c1cccc(-c2csc(C(O)(c3ccccc3)C(F)(F)F)n2)c1 (stereo not drawn)
→ 10	-3.5	-7
CSC[C@H]1CN(c2ccc(Br)cc2)C(=O)[C@@H]1CC(=O)Nc1ccc(Br)cc1
→ -1	0.4	-11
CCc1nc2ccc(C(=O)NCCCn3ccnc3)cn2c1N(C)Cc1ccc(OC)cc1
→ -6	0.6	-2
CC(C)C(N)c1csc(Nc2ccccn2)n1 (stereo not drawn)
→ -11	-1.3	-1
CCCCC[C@@H]1[C@@H]2C(=C(OCC)C[C@@H]3C(=O)N(c4ccccc4)C(=O)[C@H]23)[C@H](c2ccccc2)N1S(=O)(=O)c1ccc(C)cc1
→ -4	0.7	1
C[C@H](CO)N1C[C@H](C)[C@H](CN(C)C(=O)CC2CC2)Oc2cc(Br)ccc2S1(=O)=O
→ -13	-2.3	0
COCCCNC(=O)/C=C/[C@H]1O[C@@H](n2cnc3c(NC(=O)c4ccccc4)ncnc32)[C@H](O)[C@@H]1O
→ -2	-1.0	1
CSc1ncnc2c1ncn2CCCNCc1ccc(C)o1
→ -10	1.0	-3
OC(CNC1CCCCC1)CON=C1CCSc2c(Cl)cccc21 (stereo not drawn)
→ -12	5.7	-15
O=c1cc(CN(Cc2ccccc2)Cc2ccccc2)c2ccccc2o1
→ 9	0.0	8
COc1cc(C(O)c2nc(-c3ccccc3OC)cs2)ccc1F (stereo not drawn)
→ -1	1.8	1
CC(C)Cc1ccc(-c2cc3nc(NCCOc4ccccc4)ccn3n2)cc1
→ 35	1.7	-2
CCCC[C@@H]1CNC(=O)C(=O)N1CC1CCCCC1
→ 3	-1.1	8
CCOc1ccc(C(=O)CCC(=O)NCC(=O)Nc2ccc(F)c(F)c2F)cc1
→ 0	-0.4	-2
COc1cccc(NC(=O)N(C)C[C@H]2OCc3cn(nn3)CCCC(=O)N([C@@H](C)CO)C[C@@H]2C)c1
→ -6	-0.6	-2
CCc1nc2c(OCc3ccc(Cl)cc3)cccn2c1N(C)C(=O)c1ccc(C)cc1
→ 8	0.2	3
Cn1ccc2c(N3CCOCC3)cc3c(c21)C1CCC3C1 (stereo not drawn)
→ -5	1.6	-6
COc1cccc(-c2cc3nc(-c4ccccc4)cc(N4CCN(C(=O)c5ccoc5)CC4)n3n2)c1
→ 29	-1.3	7
COc1ccc(CN2C[C@@H](CO)O[C@@H](n3cnc4c(N(C)C)ncnc43)C2)cc1
→ 1	-0.1	1
C[C@@H]1CN([C@H](C)CO)C(=O)CCCn2nncc2CO[C@H]1CN(C)S(=O)(=O)c1ccc(Oc2ccccc2)cc1
→ -3	1.8	-2
CC(C)C[C@H]1CN(CCCC[C@@H]2CNC(=O)C(=O)N2CC2CCCCC2)C(=O)C(=O)N1CCC1CCCCC1
→ 13	-4.5	1
CCC(C)(O)c1cnc(CC(C)C)c(=O)n1O (stereo not drawn)
→ 2	0.1	3
C[C@H]1CN([C@@H](C)CO)S(=O)(=O)c2ccc(Br)cc2O[C@H]1CN(C)Cc1ccc(F)cc1
→ 0	-1.6	3
O=S(=O)(c1ccccc1)n1cc(-c2cccc3nccn23)c2ccccc21
→ 21	0.8	6

These rows are one share of the data (hit frequency here may not be typical).
